# Source: PubChem
# FEN1 inhibitor – qHTS Assay for the Inhibitors of Human Flap endonuclease 1 (FEN1); P39748; Recombinant FEN1 flap cleavage, fluorescence, 15 min; Potency, µM (top dose mostly 114 µM), without a hit: at the highest dose activity change, negative = inhibition, usual class: inhibitors; 390,000 compounds, 0.35% hits; AID 588795, 2011; further: nearly all actives have a fitted effect of over 65% in size
# Target sequence (P39748 whole entry, looked up): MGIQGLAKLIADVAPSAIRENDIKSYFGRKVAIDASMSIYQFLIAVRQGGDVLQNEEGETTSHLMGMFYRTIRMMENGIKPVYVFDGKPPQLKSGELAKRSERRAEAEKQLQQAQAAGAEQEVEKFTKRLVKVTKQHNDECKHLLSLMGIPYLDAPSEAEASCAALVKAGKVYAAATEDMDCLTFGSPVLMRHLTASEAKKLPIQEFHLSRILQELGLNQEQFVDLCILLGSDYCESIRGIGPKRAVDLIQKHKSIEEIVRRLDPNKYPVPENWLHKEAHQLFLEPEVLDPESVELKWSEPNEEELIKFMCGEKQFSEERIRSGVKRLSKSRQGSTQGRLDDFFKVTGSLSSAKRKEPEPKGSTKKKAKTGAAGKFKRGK
#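 Compounds are tested as a concentration series against 10 nM FEN1; after a 15 min room-temperature preincubation, 50 nM substrate starts cleavage, with plate reads at 0 and 15 min. Normalized responses are fitted by a Hill equation.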
# KAT2A inh – qHTS Assay for Inhibitors of GCN5L2; Histone acetyltransferase KAT2A (Homo sapiens), Q92830; GCN5L2 HAT assay, ThioGlo1 CoA-SH fluorescence; Potency, µM (highest dose often 58.9 µM), without a hit: top-dose activity change, negative = inhibition, hits mostly inhibitors; 390,000 compounds, 0.21% hits; AID 504327, 2011
#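 GCN5L2 (20 nM) in 50mM HEPES pH 7.5, 0.1mM EDTA, 0.01% Tween-20 preincubated 15 min with compounds at room temperature. Reaction started with H3(1-25) 75uM, acetyl-CoA 70uM, ThioGlo1 50uM; CoA-thiol fluorescence (Ex340/Em540) read at 0 and 20 min.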
# N370S GC – qHTS Assay for Inhibitors and Activators of N370S glucocerebrosidase as a Potential Chaperone Treatment of Gaucher Disease; N370S GC spleen homogenate, 4MU-glucoside fluorescence; Lysosomal acid glucosylceramidase (Homo sapiens), P04062; AID 2101, 2009; Potency, µM (top dose mostly 59.4 µM), without a hit: top-dose activity change, negative = inhibition, most hits filed as inhibitors; 330,000 compounds, 0.092% hits;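 further: 0% = full enzyme activity and -100% = no enzyme basal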
# * marks the source's active call; other numbers are inactive results; ? = inconclusive; / = no result given; & = joins results of further samples; [ ] = another dose, or the depositor's remark. The call rests on the fitted dose curve; in most records, active means well fitted curve in the direction sought with a large enough effect; inconclusive means small, poorly fitted or top-dose-only effect, or another doubt; inactive means no such curve, though single readings can be large; an effect the other way counts as inactive or inconclusive. Unless noted, on the % scale 0 is the no-effect control and ±100 the full control effect; potency means the concentration at half of the fitted maximal effect.
SMILES,FEN1 inhibitor,KAT2A inh,N370S GC
CCN(CC)CCCC(C)Nc1ccnc2cc(Cl)ccc12 (stereo not drawn),?,-1%&-6%,3%&-2%
O=C(NCc1ccco1)c1c(F)c(F)c(F)c(C(=O)NCc2ccco2)c1F,3%,-46%,0%
COc1ccccc1N1CCN(Cc2cc3c(cc2[N+](=O)[O-])OCO3)CC1,-22%,-9%,1%
O=S(=O)(Nc1c(F)cccc1F)c1ccc2c(c1)OCCO2,-8%&-12%,2%&-7%,-6%
CC(C)C[C@@H](/C=C/S(C)(=O)=O)NC(=O)[C@H](CC(C)C)NC(=O)[C@H](CC(C)C)NC(=O)OCc1ccccc1,/,7%,3%
O=C(CCSc1nnc(-c2ccco2)o1)Nc1ccc(Cl)cc1,-4%,-2%,1%
O=C(COC(=O)c1ccc([N+](=O)[O-])o1)Nc1ccc2c(c1)OCO2,?,-3%,/
COc1ccc(C2(CNC(=O)C(=O)Nc3ccc(C)cc3)CCOCC2)cc1,-12%,-6%,0%
COc1ccc(-n2cc(C(=O)Oc3cc(C)cc(C)c3)c3ccccc3c2=O)cc1,-14%,-3%,/
CCC(=O)OCc1cnc(C)c2oc(=O)c(C(=O)Nc3ccccc3C(F)(F)F)cc12,3%,-6%,/
CCOc1ccc(-c2ccc(C=O)o2)c([N+](=O)[O-])c1,-9%,-3%,5%
Cc1ccc(C(C)C)c(OCC(=O)Nn2c(C)nc3ccccc3c2=O)c1,8%,-11%,?
Cc1ccc(S(=O)(=O)CCC(=O)OCC(=O)N(C)CC(=O)Nc2ccc(F)cc2)cc1,17%,-1%,-13%
COc1cc(C(c2sc3ncnn3c2O)N2CCN(c3ccccc3F)CC2)cc(OC)c1OC (stereo not drawn),-3%,-5%,0%
CC(C)NC(=O)N(C)C[C@H]1Oc2ccc(NS(=O)(=O)c3ccccc3)cc2C(=O)N([C@H](C)CO)C[C@H]1C,-19%,1%,/
Cc1ccc(NC(=O)c2cc(NC(=O)c3ccco3)ccc2N2CCOCC2)cc1,-12%,-8%,18%
O=C(CNC(=O)c1ccccc1)OCc1cc(=O)n2nc(C3CC3)sc2n1,-1%,0%,/
Cc1cccc(CSCCNC(=S)Nc2ccccc2)c1,-15%,-1%,7%
CCOc1ccc(-c2nnn(CC(=O)NCc3cccs3)n2)cc1,-5%,-4%,-11%
CC(NC(=O)c1ccc(N2Cc3ccccc3Oc3ncccc32)s1)c1ccccc1 (stereo not drawn),9%,-23%,/
Cc1ccc([N+](=O)[O-])cc1S(=O)(=O)NCc1cccnc1,-9%,-2%,9%
COc1ccc(-c2nc(SCC(=O)NCC3CCCO3)c(-c3ccc(Cl)cc3)[nH]2)cc1 (stereo not drawn),19%,-12%,/
CC(C)N(C1=CC(=O)OC12CCCCC2)C(C)C,5%,-7%,4%
CCOC(=O)C1C(=O)CC(C)(O)C(C(=O)OCC)C1c1ccc(N(CC)CC)cc1 (stereo not drawn),11%,1%,7%
COc1cc(SC)ccc1C(=O)NCC1CCCO1 (stereo not drawn),2%,-3%,7%

# The closing 3 records of the section above open the next one:
SMILES,FEN1 inhibitor,KAT2A inh,N370S GC
CC(C)N(C1=CC(=O)OC12CCCCC2)C(C)C,5%,-7%,4%
CCOC(=O)C1C(=O)CC(C)(O)C(C(=O)OCC)C1c1ccc(N(CC)CC)cc1 (stereo not drawn),11%,1%,7%
COc1cc(SC)ccc1C(=O)NCC1CCCO1 (stereo not drawn),2%,-3%,7%
COc1ccc(Cc2nn3c(Cn4nnc5ccccc54)nnc3s2)cc1,9%,-7%,1%
Cc1ccc(N(CCC#N)C(=O)CN2C(=O)NC(Cc3ccccc3)C2=O)cc1 (stereo not drawn),14%,3%,-1%
COc1ccc(CC(=O)NCc2ccc(F)cc2)cc1S(=O)(=O)N1CCOCC1,-1%,0%,/
CC1(C(=O)NCCN2CCOCC2)C=CCN1C(=O)c1ccccc1 (stereo not drawn),0%,-1%,0%&-7%
CCC(NC(=O)c1oc2ccccc2c1COC)c1ccc(OC)cc1 (stereo not drawn),-25%,-6%,13%
CCC(=O)OC1C2CC3=C4CC(=O)OC(c5ccoc5)[C@]4(C)CCC3[C@@](C)(C2=O)C(CC(=O)OC)C1(C)C (stereo partly drawn),/,-16%,5%
CCCCn1c(N)c(N(CCC(C)C)C(=O)Cc2ccc(S(=O)(=O)N3CCOCC3)s2)c(=O)[nH]c1=O,-1%,-17%,-3%
CCN(CC)S(=O)(=O)c1ccc(N(C)C)c(NC(=O)C2CCCC2)c1,20%,-4%,14%
O=C(Nc1cc(S(=O)(=O)N2CCOCC2)ccc1N1CCOCC1)c1cn2ccccc2n1,-2%,2%,?
COc1ccc(-c2cc(=O)[nH]c3ccccc23)cc1,-5%,-3%,/
O=C(CCc1nnc(Cc2cccc(C(F)(F)F)c2)o1)NC1CC1,20%,-8%,-2%
Cc1cc(C(=O)Nc2ccccc2N2CCOCC2)ccc1[N+](=O)[O-],3%,28%,13%
O=C(Nc1ccccc1C(F)(F)F)c1cc(S(=O)(=O)N2CCC3(CC2)OCCO3)ccc1F,-13%,-16%,2%
O=C1CCCN2N=C(SCC(=O)Nc3ccc(OC(F)(F)F)cc3)SC2=N1,9%,-3%,0%
O/N=C1/CCCSc2ccccc21,1%,-15%,3%
CS(=O)(=O)c1ccc(C(=O)Nc2ccc(-c3nc4ccccc4[nH]3)cc2)cc1,12%,1%,2%
NC(=S)N=Nc1c(O)[nH]c2cc(F)c(F)cc12,-1%,-8%,-21%
Cc1ccc(C2=NN(C(=O)CCC(=O)O)C(c3ccc4c(c3)OCO4)C2)cc1 (stereo not drawn),9%,-10%,-6%
O=C(/C=C/c1ccc2c(c1)OCO2)Nc1nncs1,2%,0%,-1%
COc1cc(NC(=O)Cn2nnc(-c3ccncc3)n2)cc(OC)c1,0%,0%,3%
CCOc1ccc(CNC(=O)c2ccc(-c3nc(CS(=O)(=O)c4ccccc4)c(C)o3)cc2)cc1,13%,-7%,/
CCN(CC(=O)NCc1ccccn1)S(=O)(=O)c1ccc(OC)cc1,-3%,0%,3%
Cc1cc(C(F)(F)F)nc(SCc2ccc(C(=O)O)o2)n1,-3%,-2%,-20%
CCOC(=O)N1CCN(C(=O)C(=O)c2cn(CC(=O)N3CCCCCC3)c3ccccc23)CC1,-3%,-7%,-18%
Cc1cc(Cl)ccc1C(=O)C1CCCN(C(=O)c2ccoc2)C1 (stereo not drawn),-21%,-2%,2%

# The final 7 compounds of the section before come first, to join the parts.
SMILES,FEN1 inhibitor,KAT2A inh,N370S GC
O=C(/C=C/c1ccc2c(c1)OCO2)Nc1nncs1,2%,0%,-1%
COc1cc(NC(=O)Cn2nnc(-c3ccncc3)n2)cc(OC)c1,0%,0%,3%
CCOc1ccc(CNC(=O)c2ccc(-c3nc(CS(=O)(=O)c4ccccc4)c(C)o3)cc2)cc1,13%,-7%,/
CCN(CC(=O)NCc1ccccn1)S(=O)(=O)c1ccc(OC)cc1,-3%,0%,3%
Cc1cc(C(F)(F)F)nc(SCc2ccc(C(=O)O)o2)n1,-3%,-2%,-20%
CCOC(=O)N1CCN(C(=O)C(=O)c2cn(CC(=O)N3CCCCCC3)c3ccccc23)CC1,-3%,-7%,-18%
Cc1cc(Cl)ccc1C(=O)C1CCCN(C(=O)c2ccoc2)C1 (stereo not drawn),-21%,-2%,2%
COc1ccc([C@]23Cc4ccccc4C(O2)C2=C(CC(C)(C)CC2=O)O3)cc1,/,-12%[12.7 µM],2%[12.8 µM]
c1ccc(-c2nnc(-c3ccco3)o2)cc1,-3%,-5%,5%
Cc1ccc(C(C)C)c(OCCCN2C(=O)NC(C)(C)C2=O)c1,-8%,-3%,-3%
COCCNc1ccnc2c(Cl)cccc12,2%,-2%,7%
COC(=O)c1ccccc1NC(=S)N(Cc1ccc2c(c1)OCO2)Cc1cc2cc(OC)ccc2[nH]c1=O,16%,-5%,10%
Cc1ccc2c(c1)C1CN(C)CCC1N2S(=O)(=O)c1cccc(F)c1 (stereo not drawn),2%,-1%,/
C=CC(=O)N(CCC)C(c1ccccc1)c1ccccc1OC (stereo not drawn),16%,-12%,-16%
C/C(CC(=O)Nc1ccc2c(c1)OCCO2)=N\NC(=O)COc1ccc(C)cc1Br,-14%,-9%,1%
CN(CCc1ccccn1)C(=O)CC1C(=O)NCCN1Cc1cccc(F)c1 (stereo not drawn),8%,-1%,3%
COc1ccccc1NC(=O)NCCN1C(=O)C2C3C=CC(C3)C2C1=O (stereo not drawn),-4%,-3%,-23%
Cc1c(/C=N/NC(=O)C(NC(=O)c2ccc3c(c2)OCO3)C(C)C)c2ccccc2n1C (stereo not drawn),34%,-3%,14%
COc1ccc(S(=O)(=O)N(CC(=O)O)c2ccc(C)cc2)cc1,1%,-1%,1%
O=C1NC(=O)/C(=C\c2cn(Cc3ccccc3F)c3ccccc23)N1,1%,-9%,8%
COc1ccc(C(=O)Nc2nnc(SCc3cc(=O)c4cccc(F)c4[nH]3)s2)cc1,-4%,-5%,/
CCOC(=O)N1CCN(C(=O)c2cn(C)c3ccc(S(=O)(=O)N(C)C4CCCCC4)cc3c2=O)CC1,-4%,1%,-2%
CSc1ccc(S(=O)(=O)Nc2ccc(S(=O)(=O)Nc3ccc(C)cc3)cc2)cc1,-23%,-7%,17%
COc1ccc(CCNC(=O)C(=O)NCC2OCCN2S(=O)(=O)c2ccccc2)cc1OC (stereo not drawn),-9%,-15%,-2%
Cc1cc(=O)[nH]c(N=N/C(=N/Nc2ccc(O)cc2)c2ccccc2)n1,-12%,-11%,12%
O=C(CCC1CCCC1)Nc1ccc(OCC(=O)N2CCOCC2)cc1,8%,3%,2%
Cn1c(-c2ccc3c(c2)OCO3)cc(=O)c2ccccc21,-2%,-17%,-8%
C[C@@H]1CN(Cc2nc(-c3cnccn3)no2)C[C@H](C)O1,16%,?,-5%
C=CCn1c(SCc2ccccc2)nc2scc(-c3ccc(C)o3)c2c1=O,7%,-3%,3%
COc1ccc(/C=N/NC(=O)c2cccc([N+](=O)[O-])c2)cc1OS(=O)(=O)c1ccccc1,1%,/,-10%
NS(=O)(=O)c1ccc(CNC(=O)Cn2nc(C(F)F)cc2C(F)F)cc1,4%,0%,/
COc1ccc(C2N=C(N)N=C(N)N2c2ccccc2)cc1OC (stereo not drawn),-7%,-2%,0%

# Some values from the entries so far.
# `C=CCn1c(SCc2ccccc2)nc2scc(-c3ccc(C)o3)c2c1=O` in FEN1 inhibitor shows 7%
# `COc1ccc(C(=O)Nc2nnc(SCc3cc(=O)c4cccc(F)c4[nH]3)s2)cc1` in FEN1 inhibitor shows -4%

# Further structures:
SMILES,FEN1 inhibitor,KAT2A inh,N370S GC
Cc1nn(C)cc1/C=N/NC(=O)c1sc2ccccc2c1Cl,-3%,-3%,-4%
C=CCn1c2ccccc2c2nnc(SCN3C(=O)c4ccccc4C3=O)nc21,?,3%,?
Cc1ccnc(NC(=O)CCC2CCCCC2)c1,3%,-2%,1%
CC(C)CCNC(=S)Nc1ccc([N+](=O)[O-])cc1,-18%,-1%,-8%
Cc1nn(C)c(C)c1C1Nc2ccccc2C(=O)N1O (stereo not drawn),-15%,-2%,27%
CC(=O)N1CCC2(CC1)NC(=O)N(c1ccccc1)N2,1%,-3%,-1%
CC(C)n1c(CCCO)nc2ccccc21,-13%,4%,-13%[2.35 µM]
CC(C)COP(=O)(c1ccc(N(C)C)cc1)C(O)c1ccccn1 (stereo not drawn),-11%,-7%,0%
Cn1c(CCNC(=O)c2ccco2)nc2cc(NS(=O)(=O)c3ccccc3)ccc21,6%,-5%,1%
COc1ccccc1C1SCCN1S(C)(=O)=O (stereo not drawn),-14%,-1%,15%
CC(C)CC(=O)Nc1c2c(nn1-c1ccc([N+](=O)[O-])cc1)CS(=O)(=O)C2,-18%,-1%,2%
COc1ccc(/C=C2/N=C3CCCCCN3C2=O)cc1,-2%,-20%,2%
O=C(CSC1=NS(=O)(=O)c2cc(Cl)ccc2N1)Nc1ccccc1F,9%,-9%,1%
Cc1nn(-c2ccccc2)c(Cl)c1C(=O)OC(C)C(=O)Nc1ccc2c(c1)OCO2 (stereo not drawn),-4%,-5%,-3%
COc1ccc2c3c([nH]c2c1)C1CC2C(CC(O)C(OC)C2CO)CN1CC3 (stereo not drawn),7%,0%,-5%
O=C(CCC(=O)c1cccs1)Nc1ncccc1O,3%,-5%,-1%
Cc1c(NC(=O)C(C)OC(=O)CCc2c[nH]c3ccccc23)c(=O)n(-c2ccccc2)n1C (stereo not drawn),-4%,-7%,-6%
O=C(NNC(=S)Nc1ccccc1Cl)c1ccncc1,-5%,3%,-1%
C[c-]1[c-](C)[c-](C)[c-](C)[c-]1C.[Fe].c1cc2nccc(N3CCCC3)[c-]2c1 (stereo not drawn),?,-14%&-25%,6%&-8%
Cc1ccc(Nc2nc(N)[nH]c(=O)c2N=O)cc1,-7%,-9%,-8%
